Assay outcomes deposited in PubChem BioAssay by several laboratories.
NR5A2 inv ag: LRH-1 (NR5A2) inverse agonists, primary screen, cell-based, luminescence, HEK293T, StAR-luciferase reporter. 360,000 compounds, 0.13% hits. AID 602396, 2012. LRH-1 transfected, 24 h. inhibition, % at 3.6 µM;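 active means inhibition above the mean inhibition of all tested compounds plus 3 SD, cut at about 73% in these data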;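 further: 0% = DMSO wells and 100% = reporter-only cells lacking LRH-1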
COUP-TFII inh: NR2F2 transcriptional activity inhibitors, primary screen, cell-based, luciferase reporter, HEK293T, luminescence | inhibition, % at 8.6 µM | 370,000 compounds, 0.7% hits | HEK293T NGFI-A luciferase reporter | COUP transcription factor 2 (Homo sapiens), P24468;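 active means inhibition above a per-plate cutoff, mean inhibition of test wells between control levels plus 3 SD, cut at about 38% in these data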;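 further: cells cotransfected with COUP-TFII expression vector driving the NGFI-A reporter; 0% = median of COUP-TF2 test wells and 100% = reporter-only cells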
MC4R antagonist: MC4R antagonists of cAMP signaling, primary screen, cell-based, TR-FRET, antagonist arm of biased-ligand search. Melanocortin receptor 4 (Homo sapiens), P32245. MC4R-expressing cells, MTII-stimulated cAMP, LANCE TR-FRET. inhibition, % at 6.5 µM. 360,000 compounds, 0.48% hits. AID 540295, 2011;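 active means inhibition above its plate's cutoff, the mean of tested wells on that plate plus 3 SD, cut at about 29% in these data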;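 further: 0% = Melanotan II alone and 100% = Melanotan II plus saturating MCL0020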
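Material – human MC4R-expressing U2OS cells · Repeats – no replicates · Detection – TR-FRET with Eu-cAMP and labeled anti-cAMP, 671 nm · Times – compound 30 min, challenge 1 h, detection 1 h · Compound – single nominal compound dose of 6.5 µM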
SRC2 inh: inhibition of GAL4-SRC2 driven luciferase reporter, primary screen, SRC2 inhibitor project, cell-based, luminescence. Nuclear receptor coactivator 2 (Homo sapiens), Q15596. HEK293 GAL4-SRC2 luciferase reporter. inhibition, % at 9 µM. 370,000 compounds, 0.17% hits. AID 651957, 2012;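 active means inhibition above the mean inhibition of all tested compounds plus 3 SD, set per campaign, cut at about 52% in these data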;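 further: 0% = DMSO treated cells and 100% = cells given Gossypol at 36 µM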
ABHD5 PLIN5 PPI: ABHD5-PLIN5 interaction inhibitors, primary screen, cell lysate, split luciferase complementation, luminescence | Perilipin-5 (Homo sapiens) + 1-acylglycerol-3-phosphate O-acyltransferase ABHD5 (Homo … | Split G. princeps luciferase complementation, 4 h | inhibition, % at 4 µM | 360,000 compounds, 0.78% hits | AID 602281, 2012;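 active means inhibition above the mean inhibition across every tested compound plus 3 SD, cut at about 22% in these data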;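 further: 0% = DMSO only wells and the 100% control is not disclosed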
NOD2-RIPK2 inh: NOD2-RIPK2 binding disruptors in cells, primary screen, fluorescence, CHO cells, BLA complementation | 360,000 compounds, 0.38% hits | CCF4 ratio | inhibition, % at 4.98 µM; in the data active means inhibition above about 21%;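 further: 0% = vehicle only and 100% = reference blocker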
TLR9-MyD88 block: inhibitors of TLR9-MyD88 association in cells, primary screen, cell-based, CHO, BLA complementation, fluorescence. inhibition, % at 4.98 µM. Toll-like receptor 9 (Homo sapiens) + Myeloid differentiation primary response protein …. 340,000 compounds, 0.21% hits. CCF4 FRET ratio. AID 504734, 2011;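 active means inhibition above the mean over all tested compounds plus 3 SD, cut at about 21% in these data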;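 further: 0% = DMSO only wells and 100% = clavulanate BLA inhibitor control wells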
MC4R barr agon: MC4R agonists recruiting beta-arrestin, primary screen, cell-based, luminescence, agonist arm of biased-ligand search; Melanocortin receptor 4 (Homo sapiens), P32245; U2OS MC4R beta-arrestin complementation; percent of melanotan II response, DMSO zero; activation, % at 8.9 µM; 360,000 compounds, 0.98% hits; AID 540308, 2011;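 active means activation above a per-plate cutoff, the mean activation of sample wells on that plate plus 3 SD, cut at about 8% in these data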
LMP1 NFkB inh: EBV LMP1-driven NF-kappaB luciferase reporter inhibitors, primary screen, cell-based, luminescence, single point. inhibition, % at 12.5 µM. AID 504558, 2011. LMP1-induced NF-kappaB luciferase reporter cells. 350,000 compounds, 0.69% hits; in the data active means inhibition above about 41%;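 further: 0% = neutral control wells and 100% = reference inhibitor control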
NCOA1 inh: SRC1 coactivator transcriptional activity inhibitors, primary screen, cell-based, luminescence | 360,000 compounds, 0.12% hits | HEK293 GAL4-SRC1 luciferase reporter | inhibition, % at 3.6 µM;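 active means inhibition above the campaign mean plus 3 SD, with each screening campaign given its own cutoff, cut at about 60% in these data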;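 further: 0% = DMSO treated cells and 100% = gossypol at 36 µM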
NCOA3 inh: SRC3 coactivator transcriptional activity inhibitors, primary screen, cell-based, luminescence; Nuclear receptor coactivator 3 (Homo sapiens), Q9Y6Q9; HEK293 GAL4-SRC3 luciferase reporter; inhibition, % at 3.6 µM; 360,000 compounds, 0.17% hits;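 active means inhibition above a per-campaign cutoff, the mean of all compounds plus 3 SD, cut at about 60% in these data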;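 further: 0% = DMSO-treated cells and 100% = gossypol-treated cells at 36 µM; higher means less SRC3-driven luciferase light from the GAL4 reporter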
Target sequence (Q9Y6Q9 whole entry, looked up, the tested form may be a part): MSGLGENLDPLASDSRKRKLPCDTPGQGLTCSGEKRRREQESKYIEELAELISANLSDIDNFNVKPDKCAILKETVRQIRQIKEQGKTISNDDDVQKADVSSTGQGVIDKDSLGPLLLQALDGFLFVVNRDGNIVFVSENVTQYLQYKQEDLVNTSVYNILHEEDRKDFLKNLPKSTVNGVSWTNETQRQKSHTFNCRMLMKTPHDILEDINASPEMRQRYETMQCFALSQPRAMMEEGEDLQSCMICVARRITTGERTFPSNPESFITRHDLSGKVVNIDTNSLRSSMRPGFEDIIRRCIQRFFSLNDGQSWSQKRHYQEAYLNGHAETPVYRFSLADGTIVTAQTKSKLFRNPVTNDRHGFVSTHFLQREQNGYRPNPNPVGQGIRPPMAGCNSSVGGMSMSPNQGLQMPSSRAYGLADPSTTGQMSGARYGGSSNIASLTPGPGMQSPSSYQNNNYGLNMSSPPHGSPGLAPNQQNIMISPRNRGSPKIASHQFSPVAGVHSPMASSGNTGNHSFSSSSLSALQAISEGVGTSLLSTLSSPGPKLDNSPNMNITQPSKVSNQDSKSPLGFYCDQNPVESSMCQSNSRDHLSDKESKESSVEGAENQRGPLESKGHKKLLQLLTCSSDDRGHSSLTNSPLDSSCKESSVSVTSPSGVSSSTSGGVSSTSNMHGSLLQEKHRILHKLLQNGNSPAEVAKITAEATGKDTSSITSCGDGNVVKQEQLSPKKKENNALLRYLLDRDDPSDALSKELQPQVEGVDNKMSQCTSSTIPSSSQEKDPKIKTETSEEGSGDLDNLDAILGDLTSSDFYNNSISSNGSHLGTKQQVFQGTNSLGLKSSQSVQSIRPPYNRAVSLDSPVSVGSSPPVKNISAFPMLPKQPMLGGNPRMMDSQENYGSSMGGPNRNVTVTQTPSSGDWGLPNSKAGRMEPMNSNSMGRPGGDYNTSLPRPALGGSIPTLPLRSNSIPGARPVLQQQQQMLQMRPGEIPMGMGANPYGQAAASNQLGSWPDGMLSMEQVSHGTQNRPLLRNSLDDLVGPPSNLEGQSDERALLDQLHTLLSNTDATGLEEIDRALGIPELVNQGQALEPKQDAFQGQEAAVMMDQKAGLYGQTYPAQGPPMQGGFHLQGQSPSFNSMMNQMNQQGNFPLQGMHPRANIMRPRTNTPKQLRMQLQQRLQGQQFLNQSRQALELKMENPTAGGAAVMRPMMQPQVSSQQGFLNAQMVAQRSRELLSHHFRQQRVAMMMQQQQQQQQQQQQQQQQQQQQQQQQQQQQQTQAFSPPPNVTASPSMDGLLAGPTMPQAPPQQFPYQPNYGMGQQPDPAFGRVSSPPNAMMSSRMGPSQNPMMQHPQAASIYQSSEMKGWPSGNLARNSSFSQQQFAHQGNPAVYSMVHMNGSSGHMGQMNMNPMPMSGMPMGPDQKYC
Numbers without * were called inactive; . = no result given.

SMILES	NR5A2 inv ag	COUP-TFII inh	MC4R antagonist	SRC2 inh	ABHD5 PLIN5 PPI	NOD2-RIPK2 inh	TLR9-MyD88 block	MC4R barr agon	LMP1 NFkB inh	NCOA1 inh	NCOA3 inh
CC(=O)c1sc2c(c1OC(=O)c1ccccc1)c(=O)n(-c1ccccc1)c(=S)n2-c1ccccc1	5	14	5	-47	-4	4	-5	-1.3	-4	-22	9
O=C1C2=C(SCCS2)C(=O)N1c1ccccc1	0	7	6	6	2	-1	-3	-1.7	-3	-1	19
CCCN(CCc1ccccc1)C1CCc2c(O)cccc2C1 (stereo unspecified)	10	-16	-5	-42	-1	6	4	0.1	6	-7	-2
COc1ccc(-n2nc(C(=O)NCC(=O)NCCCN3CC(C)CC(C)C3)c3ccccc3c2=O)cc1 (stereo unspecified)	-24	-5	3	-12	7	9	-2	-0.8	-1	-9	-40
O=C(Nc1ncccc1Cl)c1cccc(F)c1	-10	4	4	-24	0	-3	12	-1.9	-5	-23	-1
CCCc1c(C)nc(N2CCN(c3ccccc3OC)CC2)[nH]c1=O	-5	-13	4	0	-3	-4	-4	1.6	5	4	-8
CC(C)c1nc(-c2c(N)n(C)c(=O)n(C)c2=O)sc1C(=O)C(C)(C)C	12	-2	0	4	-2	-4	1	-0.2	-13	-8	-19
Cc1ccccc1NC(=O)N1CCCC(c2nc(-c3ccc(F)cc3)no2)C1 (stereo unspecified)	-59	-23	6	-27	1	3	4	-1.7	0	-21	-25
CCCCCOC(=O)C1C(c2ccccc2)C(C(=O)O)C1c1ccccc1 (stereo unspecified)	-4	3	3	-47	-7	-3	-10	-1.2	-2	12	23
C=CCC[C@@H](Cc1ccc(F)cc1)C(=O)OC[C@@H](Cc1c[nH]c2ccccc12)NC(=O)[C@@H](CC=C)CC(=O)N[C@@H](CO)Cc1ccccc1	8	13	9	-8	-13	-3	-7	6.2	3	-8	3
Cc1nc(N2CCN(c3ccccc3)CC2)[nH]c(=O)c1Cc1ccccc1	-2	11	11	-13	2	-3	0	1.7	2	-26	9
CN1C(=O)CC(N2CCN(c3ncccn3)CC2)C1=O (stereo unspecified)	6	10	4	-8	0	-18	-5	0.8	0	-37	-8
COc1ccc(N2C(=O)C3[C@@H](C2=O)C2(Cl)C(Cl)=C(Cl)C3(Cl)C2(OC)OC)cc1 (stereo partly specified)	16	20	3	-3	5	-1	7	1.9	1	1	11
COC(=O)c1[nH]c2cccc(OC)c2c1NC(=O)CN1CCC(C(N)=O)(N2CCCCC2)CC1	-14	5	5	0	8	-20	11	2.1	6	17	15
CCCNC(=O)c1cc(C2CCCN(C(=O)C3CCCCC3)C2)on1 (stereo unspecified)	14	-11	1	3	-1	-9	.	-0.3	.	-4	11
COc1ccccc1CC(=O)NNC(=O)CN(C)S(=O)(=O)c1ccc(Cl)cc1	-17	3	18	3	-1	-6	-7	-2.1	2	-8	9
COc1ccc(OCCSc2nnc(-c3ccc(OC)cc3)n2N)cc1	10	8	-2	13	0	-6	-13	-1.7	1	-2	-9
CC(C)=C1C2CCC1C(C(=O)NCCc1ccccc1)C2C(=O)O (stereo unspecified)	-35	-5	2	19	-2	-4	4	-0.9	-7	-26	-6
COCCn1c(C)cc(C(=O)COc2ncnc3ccc(Br)cc23)c1C	2	5	-1	-46	13	0	-7	1.5	5	4	-10
Cc1ccc2nc(C)cc(SCC(=O)N/N=C/c3ccco3)c2c1	3	16	-4	-5	-2	-14	-2	0.2	13	-5	12
Cn1c(SCc2nc3ccccc3n2CCO)nc2ccccc21	-22	2	5	-26	-1	-15	-19	0.7	4	-6	-25
Clc1ccccc1Nc1nc(-c2ccncc2)nc2ccccc12	7	19	9	-2	-5	3	17	-0.2	-4	-17	4
COCCNC(=S)N/N=C(\C)c1ccc(-n2ccnc2)cc1	-9	4	7	6	-1	-8	-1	-0.4	-6	9	7
NC(=O)c1ccccc1NC(=O)COC(=O)CSCc1cccc(Cl)c1	-6	2	5	17	-12	-2	-3	3.0	8	1	18
O=C1CN(C(=O)COC(=O)c2c(F)cccc2Cl)c2ccccc2N1	-15	7	4	-4	-2	-6	-1	-2.2	0	-35	-25
O=C(Cc1c(Cl)cccc1Cl)Nc1ccncc1	44	-11	3	9	2	-1	-4	-2.9	5	-46	18
COc1ccc(C2NC(=O)c3sc4nc(C)c(C(C)=O)c(-c5ccc(Cl)cc5)c4c3N2)cc1 (stereo unspecified)	17	-18	-10	-10	8	1	-2	4.5	7	-26	17
CCOC(=O)N1CCC(NC(=O)CN2C(=O)COc3ccc(C(C)(C)C)cc32)CC1	-6	-6	5	-2	-5	-6	-3	0.9	8	11	8
CCOC(=O)c1c(S(=O)(=O)NCC(=O)N2CCN(c3ccccc3)CC2)c(C)n(C)c1C	1	18	1	6	-6	-6	-3	-2.6	0	0	1
CC(C)(C)OC(=O)n1cc(C(=O)c2ccccc2O)cn1	-18	8	-4	-13	0	3	2	-0.1	2	-2	4
COC(=O)[C@H]1C[C@@H]1[C@H](NC(=O)c1ccccc1)c1ccccc1	-20	-17	3	-17	2	-7	-2	0.4	1	5	12
O=C(CC1C(=O)NCCN1Cc1cccc(F)c1F)NC1CCCCCC1 (stereo unspecified)	6	14	0	-30	-5	-3	-8	-4.8	-7	6	8
CCC(Oc1ccccc1OC)C(=O)Nc1ccc2c(c1)OCO2 (stereo unspecified)	-15	9	12	-10	-5	-16	-12	0.6	-5	-20	-3
COc1cccc(C2CC(=O)Nc3cc(OC)c(OC)cc32)c1 (stereo unspecified)	-7	-21	11	-16	-3	-7	1	-0.9	-1	16	-17
Cc1cccnc1CNC(=O)C1CCC(=O)N(CCc2cccc(F)c2)C1 (stereo unspecified)	-9	9	9	-34	2	-7	-6	-1.7	-2	-3	9
CCOc1ccc(S(=O)(=O)N2CCC(C(=O)N3CCCCCC3)CC2)cc1C	11	-6	5	4	12	-24	10	-0.9	-4	3	21
CC(=O)N1CCc2cc(S(=O)(=O)CCC(=O)N3CCN(C(=O)c4ccco4)CC3)ccc21	-4	.	4	.	13	-9	1	-0.1	-3	-16	0
FC(F)(F)Oc1ccc(-c2cn3cccnc3n2)cc1	-87	-35	-5	-57	-5	-5	-7	1.0	-23	-69	-49
CCCc1n[nH]c(=O)c2c1nnn2Cc1ccccc1F	-4	-4	-8	-20	3	-8	2	-3.0	-1	4	11
C[C@H]1CN=C(Nc2ccccc2)N1CCCC1CCCC1	9	-3	12	-25	6	3	-4	0.9	0	1	-20
COc1ccccc1C(CNc1ccc(S(=O)(=O)N2CCCC2)cc1[N+](=O)[O-])N(C)C (stereo unspecified)	-9	6	-1	-8	2	0	-1	-2.4	7	7	33
CCN(CC)C(=O)C1=C(C)N(CCC2=CCCCC2)C(=O)C(CC(=O)NCc2cccc3ccccc23)C1 (stereo unspecified)	9	2	15	1	7	14	-12	0.7	3	4	-23
CCOc1ccc(NC(=O)CC2NCCNC2=O)cc1 (stereo unspecified)	-14	-20	-2	-2	-6	-5	0	-2.1	15	-25	-19
NS(=O)(=O)c1ccc(N/N=C/c2ccncc2)cc1	-11	-3	4	-18	-1	-11	6	-0.4	3	1	-13
COc1ccc2c(c1)c1ncn(CCCN3CCOCC3)c(=O)c1n2C	23	-9	7	-3	-2	-4	-8	-1.1	0	-17	-22

Quoted at random: 3 records from the list.
SMILES	NR5A2 inv ag	COUP-TFII inh	MC4R antagonist	SRC2 inh	ABHD5 PLIN5 PPI	NOD2-RIPK2 inh	TLR9-MyD88 block	MC4R barr agon	LMP1 NFkB inh	NCOA1 inh	NCOA3 inh
C[C@H]1CN=C(Nc2ccccc2)N1CCCC1CCCC1	9	-3	12	-25	6	3	-4	0.9	0	1	-20
COc1ccc2c(c1)c1ncn(CCCN3CCOCC3)c(=O)c1n2C	23	-9	7	-3	-2	-4	-8	-1.1	0	-17	-22
COc1ccccc1C(CNc1ccc(S(=O)(=O)N2CCCC2)cc1[N+](=O)[O-])N(C)C (stereo unspecified)	-9	6	-1	-8	2	0	-1	-2.4	7	7	33

Additional compounds follow:
SMILES	NR5A2 inv ag	COUP-TFII inh	MC4R antagonist	SRC2 inh	ABHD5 PLIN5 PPI	NOD2-RIPK2 inh	TLR9-MyD88 block	MC4R barr agon	LMP1 NFkB inh	NCOA1 inh	NCOA3 inh
Cn1cc(CCC(=O)NCc2cccc(Cl)c2)c2ccccc21	15	16	4	6	3	-3	-6	0.3	-5	-12	-9
CCN(CC)CCOc1c(C)cccc1Cl	-10	15	-1	-3	-2	-8	-10	-2.2	5	1	-15
COc1cc(CNc2ccc3[nH]c(=O)[nH]c3c2)ccc1OCc1ccccc1C	-29	-15	-1	-38	-9	0	2	-0.6	-7	-52	-65
COC(=O)c1ccc(C2/C(=C(\O)c3ccc(OC)c(C)c3)C(=O)C(=O)N2c2cc(C)on2)cc1 (stereo unspecified)	14	11	6	4	-3	4	0	-0.2	2	6	-3
Cc1ccc(NC(=O)COC(=O)c2ccco2)cc1C	21	3	-6	-35	4	6	-4	3.5	-4	-1	-1
CCOc1ccc(CCNC(=O)c2cc(=O)[nH]c3ccc(S(=O)(=O)N(CC)CC)cc23)cc1OCC	3	-2	2	6	6	-23	-3	1.6	1	-5	5
O=C(N/N=C/c1ccco1)C1CC1c1ccccc1 (stereo unspecified)	3	-23	0	-1	6	-5	-1	1.5	4	11	-1
CCOC(=O)c1cccc(NC(=O)c2cccs2)c1	5	0	18	-49	-6	-5	-10	0.1	-3	-21	-11
CN(c1ccccc1)S(=O)(=O)c1ccc2c(c1)oc(=O)n2C	1	-1	2	-5	-7	-2	4	-1.2	-2	-3	-19
CCCCNC1CCS(=O)(=O)C1 (stereo unspecified)	7	5	0	-18	0	-1	8	-1.2	13	-2	13
COC(=O)c1ccccc1NC(=O)NC1CCN(Cc2ccccc2)CC1	8	8	3	7	2	-10	-5	-0.7	3	0	1
O=C(NNc1ccc(F)cc1F)C1CCC1	-10	9	3	-40	-3	1	0	-2.6	-2	1	-8
Cc1ccc(C(=O)O)cc1NCc1ccncc1	19	-5	-1	17	1	-8	0	0.0	-5	-1	-1

Some of the compounds tested. The share of hits here may be higher or lower than overall.
